thrombin 1536: thrombin (human) inhibition. P00734. alpha-thrombin, Boc-VPR-AMC fluorogenic substrate cleavage. inhibition, % at 5 µM. 220,000 tested, 0.26% active. AID 1046;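 active means inhibition at or above 40%; inactive means inhibition below 40%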;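 further: 0% = enzyme with no compound and 100% = wells without enzyme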
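signal = AMC fluorescence, 355/460 nm | material = human alpha-thrombin enzyme | control set = enzyme without compound as high, wells lacking enzyme as low | times = reaction at room temperature | read-out basis = percent inhibition scaled between no-compound controls and no-enzyme blanks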
Rad51 HR inh: blocks human Rad51 in homologous recombination; AID 1385; inhibition, % at 10 µM; Q06609; 200,000 tested, 0.085% active; hRad51 DNA strand exchange, fluorescence dequenching;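 active means inhibition above 40% at the single screening dose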;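 further: 0% = DMSO control wells and 100% = blanks with heterologous ssDNA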
Target sequence (Q06609 whole entry, looked up): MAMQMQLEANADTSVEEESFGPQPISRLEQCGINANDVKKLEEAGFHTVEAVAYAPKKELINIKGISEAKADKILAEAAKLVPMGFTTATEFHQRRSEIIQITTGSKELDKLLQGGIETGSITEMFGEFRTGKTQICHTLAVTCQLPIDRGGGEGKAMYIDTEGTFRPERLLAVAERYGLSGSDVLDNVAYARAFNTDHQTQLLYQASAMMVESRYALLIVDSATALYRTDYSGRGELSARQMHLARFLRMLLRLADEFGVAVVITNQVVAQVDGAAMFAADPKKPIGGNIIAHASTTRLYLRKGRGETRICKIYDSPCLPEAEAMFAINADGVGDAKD
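Assay system: Human Rad51 nucleoprotein filaments preassembled on unlabelled ssDNA | Reagent: Donor/quencher-labelled 47-bp dsDNA substrate | Doses: One concentration, 10 µM final | Times: 37 °C 15-min filament assembly, 30-min compound preincubation, 15-min exchange | Technique: Fluorescein emission 520 nm, excitation 485 nm | Benchmarks: Plate control and blank wells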
eIF4E-4G inh: eIF4E/eIF4G interaction inhibition in translation initiation. P63073+Q04637. TR-FRET eIF4E-eIF4GI(517-606) binding, 2 h. inhibition, % at 21.7 µM. 220,000 tested, 0.37% active. AID 782;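 further: 0% = full FRET control wells and 100% = background wells lacking eIF4GI fragment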
p47phox inh: blocks human p47phox regulatory protein of NADPH oxidases; P14598; p47phox/p22phox peptide binding, fluorescence polarization, 2 h; inhibition, % at 24.7 µM; 220,000 tested, 0.53% active;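 further: 0% = p47phox with labelled peptide and 100% = labelled peptide alone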
KCC2 mod: modulators of human KCC2 chloride dependent transport | Q9H2X9 | KCC2 cells, thallium flux FluoZin-2 fluorescence | B-score of Tl+ flux slope (higher = more flux/activation; lower = inhibition) at 10 µM | 190,000 tested, 2.2% active;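 active means thallium flux slope and its plate-corrected score both differing from the plate sample mean at a set confidence after two filtering rounds, in either direction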;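 further: slope of fluorescence scaled to starting intensity during 10 to 20 s after thallium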
Furin inh: human furin inhibition; P09958; purified furin, fluorogenic substrate cleavage; inhibition, % at 30 µM; 220,000 tested, 0.061% active; in the data active means inhibition above about 25%; further: inactives centre near -15
EBV gp42 inh: EBV gp42 inhibition; AID 1085; Q1HVG2; inhibition, % (tested at 21.74 µM); Fluorescence polarization binding assay, mP read-out; 220,000 tested, 0.42% active; in the data active means inhibition above about 50%
Target sequence (Q1HVG2 whole entry, looked up): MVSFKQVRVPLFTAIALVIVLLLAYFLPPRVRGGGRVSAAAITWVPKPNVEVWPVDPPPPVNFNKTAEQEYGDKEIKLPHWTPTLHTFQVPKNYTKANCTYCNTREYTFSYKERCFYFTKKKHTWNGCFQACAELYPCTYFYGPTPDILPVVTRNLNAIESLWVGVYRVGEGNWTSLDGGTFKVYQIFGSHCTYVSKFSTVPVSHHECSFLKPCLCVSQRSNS
14-3-3 Bad inh: disrupts binding of bovine 14-3-3 zeta to phospho-Bad peptide | P63103 | TR-FRET 14-3-3zeta/Dy647-pBad peptide displacement, 1 h | inhibition, % at 21.7 µM | 220,000 tested, 0.71% active | AID 781;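 active means inhibition above about 70%, limit read from the data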;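 further: 0% = full 14-3-3 plus peptide FRET controls and 100% = background without 14-3-3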
Target sequence (P63103 whole entry, looked up): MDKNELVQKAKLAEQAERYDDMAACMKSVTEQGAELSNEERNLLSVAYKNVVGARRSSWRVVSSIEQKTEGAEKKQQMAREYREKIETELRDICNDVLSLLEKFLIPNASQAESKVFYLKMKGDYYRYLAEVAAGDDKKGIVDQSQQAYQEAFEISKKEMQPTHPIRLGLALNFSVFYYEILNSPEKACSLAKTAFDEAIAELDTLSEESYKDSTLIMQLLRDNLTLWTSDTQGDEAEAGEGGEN
KLK5 inh: inhibitors of human kallikrein 5. inhibition, % at 5 µM. recombinant hK5, fluorogenic AMC substrate cleavage. Q9Y337. 210,000 tested, 0.59% active;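 active means inhibition of 40% or more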;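 further: 0% = enzyme controls without compound and 100% = no-enzyme blanks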
Target sequence (Q9Y337 67-293 limits assumed): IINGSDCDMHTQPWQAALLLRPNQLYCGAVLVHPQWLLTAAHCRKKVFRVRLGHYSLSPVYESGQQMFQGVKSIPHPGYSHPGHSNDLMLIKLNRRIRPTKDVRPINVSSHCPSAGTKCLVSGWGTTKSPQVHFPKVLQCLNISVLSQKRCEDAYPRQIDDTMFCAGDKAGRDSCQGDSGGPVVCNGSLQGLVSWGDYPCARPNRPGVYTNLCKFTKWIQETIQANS
* hit, by the source's call; · = not tested or not shown; [ ] = another dose, or the depositor's remark.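 How the source made its calls, unless noted: active means inhibition above about 30% (limit read from the data); inactive means the rest.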

SMILES	thrombin 1536	Rad51 HR inh	eIF4E-4G inh	p47phox inh	KCC2 mod	Furin inh	EBV gp42 inh	14-3-3 Bad inh	KLK5 inh
O=C(C1Cc2ccccc2CN1S(=O)(=O)c1ccc(F)cc1)N1CCCCCC1 (centres undefined)	-1	-11	6[fluorescence artefact?]	-5	-2.6	-2	-12	-5	-3
COc1ccc2c(-c3ccccc3)cc3nnnn3c2c1	-16	2	-28[fluorescence artefact?]	-11	·	-27	4	-10[fluorescence artefact?]	-15
NC(=O)C(c1ccccn1)c1ncc(C(F)(F)F)cc1Cl (centres undefined)	4	0	-3	-9	-0.3	-20	-20	-1	-17
O=C(N1CCN(CCO)CC1)N1c2ccccc2C=Cc2ccccc21	-7	-3	-5	4	0.23	-17	-3	-13	-31
O=C(N/C=N/OCc1ccc(Cl)cc1Cl)NOCc1c(Cl)cccc1Cl	4	1	-4	-3	0.27	-12[20 µM]	-10	11	4
CCOC(=O)CSC1=C(C#N)C(c2ccccc2OCC)C(C#N)C(=O)N1 (centres undefined)	-5	-4	-1	-3	-0.2	-26	-7	9	-9
O=C(O)CCCN1C(=O)/C(=C/C=C/c2ccco2)SC1=S	-1	-17	32*	-64	-1.2	-6	-29	76*	1
CCS(=O)(=O)N1CCC(C(=O)N2CCN(Cc3ccccc3)CC2)CC1	6	-33	-5	4	-0.24	-10	0	-8	-1
Oc1c(C=Nc2cccc3nsnc23)ccc2ccccc12	-1	-106	-3	-51	·	-24[20 µM]	-26	4	0
Cc1cccc(NC(=O)C(C)OC(=O)c2ccccc2NS(=O)(=O)c2cc(C)c(C)c([N+](=O)[O-])c2)c1 (centres undefined)	-4	-1	-3	-24	-0.85	-9	-29	14	7
Cc1nn(C)cc1/C=C1\CCC/C(=C\c2cn(C)nc2C)C1=O	-12	4	-3	-7	0.59	2[20 µM]	-2	-1	-20
COC(=O)C1=NN(C(=O)c2ccc(Br)cc2)C(O)(C(C)(C)C)C1 (centres undefined)	-3	10	0	3	66*	-19	-5	-10	-6
CCN(C(=S)Nc1ccc(C(C)=O)cc1)C1CCCCC1	-25	-11	-1	-12	0.71	-21	-11	-7	-2
CCOC(=O)CC(NC(=O)c1ccc(C)cc1)c1ccc(C)cc1 (centres undefined)	-4	-4	-3[fluorescence artefact?]	-13	-1.4	-20[20 µM]	-9	-9	16
CSc1nnc(Cn2c(=O)sc3ccccc32)n1-c1ccccc1	-4	-3	-3	-5	-0.33	-10	-17	3	6
CCCN1CCN(C(=O)c2nn(-c3ccc(OC)cc3)c(=O)c3c2c2ccccc2n3C)CC1	4	6	-5	0	-1.4	-17	7	-17	4
CN(CC(=O)Nc1ccc(F)cc1)c1ccc(S(=O)(=O)N2CCCC2)cn1	-9	-5	-1	5	0.25	-8	-4	10	-4
CC(C)(C)C1CCC(OCC(O)CN2CCCC2)CC1 (centres undefined)	2	20	3	-1	1.1	-25	-9	-5	-11
Cc1ccc(-n2nc(C(=O)NCc3ccco3)c3c4ccccc4n(C)c3c2=O)cc1	5	·	2	-5	-0.041	-15	-16	-3	19
CCCCNC(=O)CCn1c(=O)c2ccccc2n(Cc2cc(C)ccc2C)c1=O	-9	7	10	-1	0.74	-3	2	5	-6
CC1=C(C(N)=O)C(c2ccccc2)n2nc(-c3cccc(C)c3)nc2N1 (centres undefined)	-3	-1	-2	-1	0.5	-24	6	7[fluorescence artefact?]	0
Cc1ccc(C2C(C(=O)O)c3ccccc3C(=O)N2C)c(C)c1 (centres undefined)	-4	·	0	-2	0.022	-9	-5	-4[fluorescence artefact?]	-7
CCSc1nc(=O)n(-c2ccccc2)c(C)c1C(C)=S	6	-1	6	-13	1.9	-10[20 µM]	-21	-14[fluorescence artefact?]	-9
O=C1C(Cc2ccc(O)cc2)NC(=S)N1Cc1ccccc1 (centres undefined)	0	·	5	-13	0.44	-23	-10	-11	7
CN(C)c1ccc(P(=O)(Nc2cccc(C(F)(F)F)c2)N2CCOCC2)c(NC(=O)c2cccs2)c1 (centres undefined)	-1	16	-2[fluorescence artefact?]	-20	-0.26	-36	-25	-5	-16
CCCCN(CC(=O)Nc1c(C)cccc1CC)C(=O)SCC	3	0	0[fluorescence artefact?]	-4	0.066	-15[20 µM]	-15	-6	-22
CC(=O)Nc1ccc(S(=O)(=O)N(C)CC(=O)Nc2ccccc2N2CCOCC2)cc1	4	4	-2	0	·	-32	-10	-8	-5
O=C(Cn1cc(C(F)(F)F)cc(Cl)c1=O)NCCc1ccccc1	23	·	-2[fluorescence artefact?]	-3	-0.0039	-13	-3	0	21
COc1ccc(S(=O)(=O)N(C)CC(=O)NCCC2=CCCCC2)cc1C	-1	3	4	-11	-0.031	-2[20 µM]	-8	12	-5
Cc1c(NS(=O)(=O)c2ccc(Cl)c(C(=O)OCC(=O)NCc3ccco3)c2)c(=O)n(-c2ccccc2)n1C	46*	1	2	0	-1	-6	-4	0	24
O=C1NC(c2ccccc2)=C(c2nc3ccccc3s2)C(c2ccccc2)N1 (centres undefined)	4	-3	2	-12	0.056	2[20 µM]	4	-2	-1
CC(C)c1nc2n[nH]c(N)c2c2c1CSC(C)(C)C2	-5	13	-1[fluorescence artefact?]	3	0.46	-26[20 µM]	-10	0	1
Cc1cc(-c2n[nH]c(=S)n2Cc2ccco2)n(C)n1	1	·	2	-24	-0.29	-21	3	2[fluorescence artefact?]	-9
COc1cc2c(cc1OC)-c1cc(N3CCCc4ccccc43)nc(=O)n1CC2	-1	2	2	-46	·	-8	-10	52	-3
Cc1ccc(S(=O)(=O)NC(=O)Nc2ccccc2F)cc1	-2	-2	0[fluorescence artefact?]	-12	1.2	-19[20 µM]	-12	-2	-13
COc1ccc(C(=O)NC2CC(C)(C)Cc3occc32)cc1 (centres undefined)	-3	-16	4	-10	-1.4	-20	-10	-15	-5
N/C(=N\OC(=O)CC1CCCCC1)c1ccc([N+](=O)[O-])cc1	2	·	1[fluorescence artefact?]	-7	0.16	-12	-23	8	-12
COc1ccc(CN2CCNC(=O)C2CC(=O)N2CCCCO2)cc1OC (centres undefined)	-1	15	0	5	0.51	-11	4	-12	·
CC(C)[C@H](NC(=O)NCCc1ccc(F)cc1)C(=O)O	-2	5	0	-1	·	-23	-22	-11	-21
CCC(=O)NCCc1nc2ccccc2n1CC(=O)c1ccccc1	1	3	1	-6	0.058	-11	-8	-2	-4
CCOc1ccc(NC(=O)C2CC(=O)N(C(C)C)C2)cc1 (centres undefined)	2	·	-7	-2	-0.42	-34[20 µM]	-17	8	-2
Cc1ccc(NS(=O)(=O)c2ccc(C)c(NC(=O)COc3ccccc3)c2)c(C)c1	-8	6	10	-8	-2.2	-13	2	2	-14
COC(=O)c1ccc(Oc2c(C)oc3cc(OCc4cnn(-c5ccccc5)c4)ccc3c2=O)cc1	-6	0	-26	-13	·	-19	-3	-1	-12
CCOc1ccccc1C1CC(=O)NC(SCC)=C1C#N (centres undefined)	-1	5	0	3	·	-2[20 µM]	-20	-1	-16
CN(C)NC(=O)C(NC(=O)c1ccc(N)cc1)C12CC3CC(CC(C3)C1)C2 (centres undefined)	-8	15	2	-8	0.31	-16	1	7	1
COC(=O)c1ncn(C2OC(COC(C)=O)C(OC(C)=O)C2OC(C)=O)n1 (centres undefined)	2	·	1	-12	0.35	-25	-4	2	-11
Cc1ccc(NC(=O)/C(C#N)=N/Nc2ccc(C(=O)O)cc2)c(C)c1	-1	·	2	-10	-0.54	-16	-18	-1	4
Cc1cc(C(=O)NCCc2ccccc2)c2cc(F)ccc2n1	-3	-4	1	-7	-0.071	-19	-7	-8	-4

The final four records of the part before come first, to join the parts:
SMILES	thrombin 1536	Rad51 HR inh	eIF4E-4G inh	p47phox inh	KCC2 mod	Furin inh	EBV gp42 inh	14-3-3 Bad inh	KLK5 inh
CN(C)NC(=O)C(NC(=O)c1ccc(N)cc1)C12CC3CC(CC(C3)C1)C2 (centres undefined)	-8	15	2	-8	0.31	-16	1	7	1
COC(=O)c1ncn(C2OC(COC(C)=O)C(OC(C)=O)C2OC(C)=O)n1 (centres undefined)	2	·	1	-12	0.35	-25	-4	2	-11
Cc1ccc(NC(=O)/C(C#N)=N/Nc2ccc(C(=O)O)cc2)c(C)c1	-1	·	2	-10	-0.54	-16	-18	-1	4
Cc1cc(C(=O)NCCc2ccccc2)c2cc(F)ccc2n1	-3	-4	1	-7	-0.071	-19	-7	-8	-4
COc1cc(/C=N\NC(=O)CNC(=O)c2cccc([N+](=O)[O-])c2)ccc1O	-2	-7	-6	-4	0.28	-21[20 µM]	-13	9	-9
O=C(Nc1ncc2c(n1)-c1ccccc1CC2)C1CC1	-4	-5	-1	-5	-1.7	-8	-2	2	2
COc1ccc(S(=O)(=O)N(CCN2CCOCC2)Cc2cc(OC)ccc2OC)cc1	-9	11	-5	-11	0.4	-15[20 µM]	-20	4	-5
CCn1c(SCC(=O)OC)nnc1-c1ccc(C)cc1	-7	·	2	-4	0.69	-15	-19	-2	0
O=C(Nc1ccc(Cl)cc1)Nc1nnc(SCc2ccccc2)s1	10	12	-6	-5	0.69	-16	-5	19	-3
O=C(Nc1c(F)cccc1F)c1cnc(N2CCN(c3ccccn3)CC2)c2ccccc12	6	-7	2	1	·	-14[20 µM]	8	-6	-15
N#Cc1ccc(Oc2ccc(-c3nc4ccccc4nc3-c3ccccc3)cc2)cc1C#N	1	·	0	-18	0.33	-28	3	-1	-7
CCN=C1SC(C(=O)Nc2cccc(C)c2)CC(=O)N1CC (centres undefined)	2	-5	2	-3	0.49	-7[20 µM]	-1	12	2
CCOc1ccc(CCNC(=O)C2CCN(c3nn4c(=O)cc(C)nc4s3)CC2)cc1	5	-2	6[fluorescence artefact?]	-13	-0.034	-13	-7	-11[fluorescence artefact?]	-4
Cc1ccc(C(=O)NN2C(=O)C3C4c5ccccc5C(c5ccccc54)[C@@H]3C2=O)cc1 (some centres undefined)	1	6	8	-6	0.18	-17	4	7[fluorescence artefact?]	-5
CC1Cc2ccccc2N1C(=O)c1nn(C)cc1Br (centres undefined)	-3	-14	23	-12	-0.75	-34	-6	-3	-9
COC(=O)c1ccccc1NC(=O)c1ccc2nccnc2c1	-5	-4	12	-16	-0.64	-18	-16	-4	-8
O=C1CC(C(=O)Nc2ccccc2)C2(CCCC2)O1 (centres undefined)	-4	3	3	-6	1.1	-15[20 µM]	-16	-15	-7
COc1ccc2c(C)cc(=S)[nH]c2c1	-5	6	-2	0	8*	-32	-6	-3	-1
N#Cc1cccnc1N1CCN(C(=O)COCC(=O)O)CC1	1	-13	-5	-5	1.7	-14	-3	2	0
Cc1ccc(C(=O)Nc2cccnc2N2CCN(C)CC2)cc1	-4	-17	4	-10	0.33	-11	-4	2	1

Compounds listed so far with a furan ring, fused or not, in the order listed:
SMILES	thrombin 1536	Rad51 HR inh	eIF4E-4G inh	p47phox inh	KCC2 mod	Furin inh	EBV gp42 inh	14-3-3 Bad inh	KLK5 inh
O=C(O)CCCN1C(=O)/C(=C/C=C/c2ccco2)SC1=S	-1	-17	32*	-64	-1.2	-6	-29	76*	1
Cc1ccc(-n2nc(C(=O)NCc3ccco3)c3c4ccccc4n(C)c3c2=O)cc1	5	·	2	-5	-0.041	-15	-16	-3	19
Cc1c(NS(=O)(=O)c2ccc(Cl)c(C(=O)OCC(=O)NCc3ccco3)c2)c(=O)n(-c2ccccc2)n1C	46*	1	2	0	-1	-6	-4	0	24
Cc1cc(-c2n[nH]c(=S)n2Cc2ccco2)n(C)n1	1	·	2	-24	-0.29	-21	3	2[fluorescence artefact?]	-9
COc1ccc(C(=O)NC2CC(C)(C)Cc3occc32)cc1 (centres undefined)	-3	-16	4	-10	-1.4	-20	-10	-15	-5

Source: PubChem (several laboratories)
